NPY-Y2 antag: NPY-Y2 (human) receptor antagonism; P49146; NPY-Y2 expressing cells, antagonist mode; inhibition, % at 2.7 µM; actives 0.99% (n = 140,000); in the data active = inhibition above about 17%;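 note: 0% = vehicle with agonist challenge and 100% = reference antagonist with challenge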
E-sel TNF inh: blocks E-selectin expression induced by TNF alpha; HUVEC TNFa-induced E-selectin immunofluorescence, high content; AID 1246; actives 0.71% (n = 120,000); inhibition, % at 2 µM;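 active = inhibition above the batch mean plus 3 SD, and confirmed as a hit on visual image review, cut at about 43% in these data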;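 note: 0% = TNF-stimulated DMSO wells and 100% = unstimulated control wells; not every result past the cut was called active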
MRP1 act: activators of MRP-1 | H69AR cells + doxorubicin, viability rescue, CellTiter-Glo | viability increase, % at 10 µM | actives 0.61% (n = 140,000);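 active = viability gain under doxorubicin at or above a set limit, the compound median plus 3 SD, cut at about 4.7% in these data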;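 note: MRP-1 overexpressing cells given doxorubicin 25 µM after compound pretreatment; 18-22 h compound pretreatment then 72 h with doxorubicin before readout; 0% = doxorubicin-only wells and 100% = vehicle-treated cells without doxorubicin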
Phagocytosis inh: blocks phagocytosis by macrophages | J774A.1 macrophage IgG-bead phagocytosis, imaging | actives 0.07% (n = 110,000) | inhibition, % at 5 µM | AID 1029;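 active = inhibition above the mean of the plate negative controls plus 5 SD, cut at about 13% in these data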;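 note: phagocytic index as fraction of beads internalized from green versus red external bead signal; plate controls were DMSO negative control for no effect and cytochalasin-D positive control for full effect; some results beyond the cut were filed as inactive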
Measles CPE: protection of cells from measles virus; Measles virus-infected cells, CPE protection, absorbance; protection (pct of control), % at 4 µM; actives 1.5% (n = 140,000); in the data active = protection mostly above about 24%, no sharp cut-off; inactive = mostly below about 26%; note: some compounds called inactive have numbers as strong as hits
PTEN del growth: growth suppressors of cells with PTEN tumor suppressor deletion | HCT116 PTEN-null viability, CellTiter-Glo, 60 h; active compounds read low | viability, % at 10 µM | actives 1.2% (n = 140,000) | AID 827;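 active = viability at or below a set limit, 4 SD under the median of all tested compounds, cut at about 3.7% in these data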;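 note: PTEN knockout HCT116 line with beta catenin targeted HCT116 as companion control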
GALR2 blocker: antagonists of human galanin receptor 2 (GALR2). GALR2-expressing cells, antagonist mode. inhibition, % at 4 µM. AID 828. actives 0.39% (n = 140,000). O43603; in the data active = inhibition above about 27%;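 note: cells stimulated with galanin 1-16 at roughly its EC80; 0% = agonist challenge control and 100% = basal control without agonist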
Target sequence (O43603 whole entry, looked up): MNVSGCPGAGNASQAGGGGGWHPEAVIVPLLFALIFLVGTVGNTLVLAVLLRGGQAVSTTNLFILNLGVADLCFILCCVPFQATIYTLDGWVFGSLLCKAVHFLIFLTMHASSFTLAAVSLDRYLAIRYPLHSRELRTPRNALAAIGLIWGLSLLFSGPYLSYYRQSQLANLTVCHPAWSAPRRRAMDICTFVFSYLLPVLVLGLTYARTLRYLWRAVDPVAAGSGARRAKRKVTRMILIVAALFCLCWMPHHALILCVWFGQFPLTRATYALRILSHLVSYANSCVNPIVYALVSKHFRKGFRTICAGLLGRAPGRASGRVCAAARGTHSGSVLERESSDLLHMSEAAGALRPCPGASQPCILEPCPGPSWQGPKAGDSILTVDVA
Yeast growth inh: yeast BB579 growth reduction in restrictive medium; S. cerevisiae BB579 growth, OD615, 48 h; inhibition, % at 10 µM; actives 0.51% (n = 140,000); AID 804;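 active = inhibition above a set limit, 3 SD over the mean compound inhibition, cut at about 44% in these data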; note: inactives centre near -24
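System: Saccharomyces cerevisiae DeaD strain BB579, replicative lifespan model yeast | Buffer or medium: Restrictive glucose-based CSMM-D medium | Times: 4 h preincubation and 48 h exposure at 30 °C | Detection: OD615 turbidity measurement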
Yeast life ext: extends the lifespan of yeast. S. cerevisiae growth with nicotinamide, OD615; deaD strain in restrictive glucose medium. inhibition of the nicotinamide effect, % at 10 µM. actives 0.68% (n = 130,000);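 active = inhibition above a set limit, placed 3 SD over the median of all compounds, cut at about 26% in these data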;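 note: 0% = nicotinamide-treated wells and 100% = cells grown without nicotinamide; some compounds called inactive have numbers as strong as hits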
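Assay system: engineered S. cerevisiae DeaD replicative-lifespan strain, galactose-grown log-phase cells; medium: restrictive CSMM-D dextrose medium; also added: nicotinamide, 1.5 mM, co-present with compound; schedule: 48 h compound exposure at 30 °C, humidified; detection: absorbance at 615 nm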
HCT116 bCat-KO: beta-catenin-lacking colon tumor cell growth suppression | actives 1.5% (n = 140,000) | viability, % at 10 µM | HCT116 beta-catenin knockout viability, CellTiter-Glo, 60 h; active compounds read low;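 active = viability at or under a set limit, the compound median less 4 SD, cut at about 6% in these data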;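 note: 0% = Hyamine 1622 control at 20 µM and 100% = untreated cell control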
An asterisk follows results filed as active; nt = no result given.

Values in the order: NPY-Y2 antag	E-sel TNF inh	MRP1 act	Phagocytosis inh	Measles CPE	PTEN del growth	GALR2 blocker	Yeast growth inh	Yeast life ext	HCT116 bCat-KO
[1] CCCc1nc2c(nnn2Cc2ccccc2)c(=O)[nH]1
 : 0.8	-2.0	0.3	-0.5	12.3	97.6	1.6	-45.8	5.9	96.4
[2] CCN(CCCNC(=O)Cn1ncc2c(=O)oc3ccccc3c21)c1cccc(C)c1
 : 1.3	nt	-3.2	0.8	12.0	89.2	8.7	-27.2	-4.8	87.9
[3] COc1cccc(C(=O)Nc2ccccc2N2CCOCC2)c1
 : 1.0	-15.1	0.1	-3.2	6.2	102.4	1.1	-37.1	-7.8	90.7
[4] O=C(NCCOC12CC3CC(CC(C3)C1)C2)c1cccc(Br)c1
 : 2.2	-43.5	-3.3	nt	18.1	88.1	-5.7	-22.2	1.9	95.5
[5] CC(C)(C)c1ccc(C(=O)NNC(=O)C2CCCCC2)cc1
 : -0.8	-0.2	0.9	-2.1	2.0	104.1	-3.5	10.9	5.6	97.8
[6] CCOC(=O)c1[nH]c(C)c(C)c1C
 : 3.7	-22.3	2.1	nt	2.1	93.4	3.8	-11.6	-14.2	97.9
[7] COc1ccc(/C(N)=N/OC(=O)c2cccc([N+](=O)[O-])c2)cc1
 : 9.2	52.9	-1.1	-0.4	15.1	90.7	4.3	-50.1	-13.6	97.6
[8] COc1ccc(OC)c(-c2cc(C(=O)Nc3cccc(Cl)c3)no2)c1
 : 4.4	nt	-1.2	2.6	13.0	84.4	-3.5	-34.9	-9.6	84.3
[9] CCCCN(CCCC)CC(O)CN1C(=O)NC(C)(C)C1=O (centres undefined)
 : 3.6	-10.0	0.7	0.8	1.9	102.8	3.0	-10.1	0.0	91.6
[10] Cc1ccc(C(=O)c2c(NC(=O)CSc3nnc(N)s3)sc3c2CCCC3)cc1
 : 7.1	nt	-1.5	-4.3	7.1	79.0	-30.9	-24.7	2.7	79.7
[11] Cc1ccc(-n2ncc3c(=O)n(CC(=O)NCc4ccco4)cnc32)cc1C
 : 3.4	4.5	-4.0	1.2	2.1	58.9	5.9	-43.6	-3.1	58.1
[12] COc1cc2c(cc1NC(=O)CSc1nnnn1-c1ccccc1)oc1ccccc12
 : 0.8	nt	-2.2	1.2	13.8	51.1	-3.5	-22.7	-14.0	35.4
[13] CCn1c(O)c(C2=NCCCC2)c2ccccc21
 : 0.8	4.6	-0.7	-0.8	7.2	104.7	12.2	18.9	-10.8	96.2
[14] COc1cc(/C=N/NC(=S)Nc2cccc(S(=O)(=O)N(C)C)c2)ccc1O
 : 0.0	nt	-2.3	nt	5.6	76.2	13.9	-45.7	-0.6	88.5
[15] N#Cc1ccc(-c2ccc(OCC(O)Cn3nnc4ccccc43)cc2)cc1 (centres undefined)
 : 3.3	-11.9	1.4	nt	16.6	91.9	8.4	-46.8	-8.9	93.6
[16] Clc1ccccc1-c1nnc2sc(-c3ccncc3)nn12
 : 3.2	8.0	-4.2	-0.5	2.8	86.7	-7.0	-24.1	-6.2	91.2

Filtered by structure, the compounds so far with a furan ring, fused or not.
Values in the order: NPY-Y2 antag	E-sel TNF inh	MRP1 act	Phagocytosis inh	Measles CPE	PTEN del growth	GALR2 blocker	Yeast growth inh	Yeast life ext	HCT116 bCat-KO
[11] Cc1ccc(-n2ncc3c(=O)n(CC(=O)NCc4ccco4)cnc32)cc1C
 : 3.4	4.5	-4.0	1.2	2.1	58.9	5.9	-43.6	-3.1	58.1
[12] COc1cc2c(cc1NC(=O)CSc1nnnn1-c1ccccc1)oc1ccccc12
 : 0.8	nt	-2.2	1.2	13.8	51.1	-3.5	-22.7	-14.0	35.4

Complete entries, looked up by structure. Order of screens: NPY-Y2 antag | E-sel TNF inh | MRP1 act | Phagocytosis inh | Measles CPE | PTEN del growth | GALR2 blocker | Yeast growth inh | Yeast life ext | HCT116 bCat-KO
Profile of COc1cc2c(cc1NC(=O)CSc1nnnn1-c1ccccc1)oc1ccccc12 = 0.8 | nt | -2.2 | 1.2 | 13.8 | 51.1 | -3.5 | -22.7 | -14.0 | 35.4
Profile of COc1ccc(/C(N)=N/OC(=O)c2cccc([N+](=O)[O-])c2)cc1 = 9.2 | 52.9 | -1.1 | -0.4 | 15.1 | 90.7 | 4.3 | -50.1 | -13.6 | 97.6
Profile of CCn1c(O)c(C2=NCCCC2)c2ccccc21 = 0.8 | 4.6 | -0.7 | -0.8 | 7.2 | 104.7 | 12.2 | 18.9 | -10.8 | 96.2
Profile of CC(C)(C)c1ccc(C(=O)NNC(=O)C2CCCCC2)cc1 = -0.8 | -0.2 | 0.9 | -2.1 | 2.0 | 104.1 | -3.5 | 10.9 | 5.6 | 97.8
Profile of COc1cccc(C(=O)Nc2ccccc2N2CCOCC2)c1 = 1.0 | -15.1 | 0.1 | -3.2 | 6.2 | 102.4 | 1.1 | -37.1 | -7.8 | 90.7

Screening data (PubChem)
